# aDG glyco up: increases alpha dystroglycan glycosylation; Pro5-aDG cells, alpha-DG glycosylation AlphaScreen (IIH6); 0% Pro5, 100% B10-LARGE cell signal; activation, % at 10 µM; 360,000 compounds, 0.22% hits; AID 624168;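 active = activation of at least 8% versus controls, or a plate z-score of at least 8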;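 note: Pro5 are CHO cells carrying HIG-tagged alpha-DG that lacks glycosylation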
# NR2E3 ag-1: NR2E3 (human) agonism; Q9Y5X4; GST-NR2E3/biotin-RetCOR TR-FRET, 1536-well; inhibition of corepressor binding, % at 4.78 µM; 320,000 compounds, 0.12% hits; AID 2300;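 active = percent inhibition above the cutoff of mean plus 3 SD of all tested compounds, set per screening campaign, cut at about 20% in these data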;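 note: 0% = DMSO wells and 100% = biotin wells as full block of FRET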
# Target sequence (Q9Y5X4 whole entry, looked up): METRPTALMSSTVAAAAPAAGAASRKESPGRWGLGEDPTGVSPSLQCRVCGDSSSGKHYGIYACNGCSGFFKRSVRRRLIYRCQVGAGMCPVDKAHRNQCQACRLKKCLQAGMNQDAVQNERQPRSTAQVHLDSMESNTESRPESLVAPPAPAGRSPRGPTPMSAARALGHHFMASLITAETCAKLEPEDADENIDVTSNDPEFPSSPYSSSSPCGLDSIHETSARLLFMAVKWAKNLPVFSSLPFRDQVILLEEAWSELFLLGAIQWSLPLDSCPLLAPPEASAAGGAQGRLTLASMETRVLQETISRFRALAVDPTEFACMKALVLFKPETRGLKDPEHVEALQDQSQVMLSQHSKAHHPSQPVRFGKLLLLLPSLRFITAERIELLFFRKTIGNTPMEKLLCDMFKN
#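 System: GST-tagged NR2E3 plus biotinylated RetCOR corepressor; Buffer or medium: pH 7.5 Tris-based buffer; Probe or stimulus: RetCOR corepressor, biotinylated, 7 nM; Doses: compound at 4.8 µM, single dose; Schedule: 5 h incubation at 4 °C; Technique: time-resolved FRET; Evaluation: percent inhibition of TR-FRET ratio; Replication: one well per compound, singlicate testing.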
# Shn3 inh set2: inhibitors of Schnurri-3 3'UTR reporter in osteoblasts; Clone20 osteoblast Shn3 3'UTR firefly luciferase, 24 h; inhibition, % at 12.5 µM; 360,000 compounds, 0.52% hits; AID 588674;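 active = mean inhibition of at least 75% with every replicate also reaching 75%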;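 note: 0% = median of neutral control wells and 100% = pilot-screen positive control compound; some compounds past the cut are filed as inactive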
# HIF-2a block: inhibitors of HIF-2a. 786-0 RCC cells HIF-2a reporter, luciferase luminescence, overnight. 360,000 compounds, 0.72% hits. inhibition, % at 18.8 µM;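 active = inhibition of the luminescence signal of 40% or more relative to plate controls, in a single-dose primary screen at 18.75 µM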
# TWEAK-Fn14 inh: inhibitors of TWEAK-Fn14 interaction signaling; inhibition, % at 10 µM; TWEAK-stimulated Fn14 reporter cells, luciferase luminescence, 8 h; 360,000 compounds, 2% hits; in the data active = inhibition above about 50%
# NR2E3 ag-2: agonists of human NR2E3 nuclear receptor | CHO-S Gal4-NCOR/VP16-NR2E3 two-hybrid, luciferase | 360,000 compounds, 0.35% hits | inhibition of corepressor binding, % at 3.98 µM | AID 602229;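 active = inhibition above the mean of all tested compounds plus 3 SD, cut at about 70% in these data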;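 note: 0% = DMSO with NR2E3 transfected cells and 100% = cells lacking NR2E3 construct; higher means lower luciferase signal from less NR2E3 corepressor binding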
# iPSC survival up: enhancers of human iPSC single-cell survival. hiPSC single-cell survival, ATPlite luminescence; 100% = ROCK inhibitor wells, 0% = DMSO. survival enhancement, % at 20 µM. 360,000 compounds, 0.044% hits; in the data active = survival enhancement above about 18%;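 note: cells exposed to compounds for 16 hours before the ATP read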
# Peg3 prom inh: inhibitors of Peg3 promoter | HeLa PEG-Prom luciferase reporter, luminescence, overnight | inhibition, % at 20 µM | 360,000 compounds, 1.7% hits | AID 588405;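 active = inhibition of at least 50% at 20 µM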
# MITF TRPM1 inh: inhibitors of MITF-driven TRPM1 promoter in melanoma cells; SK-MEL-5 TRPM1 promoter luciferase, 24 h; inhibition, % at 12.5 µM; 330,000 compounds, 0.83% hits;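 active = mean inhibition across replicates of 60% or more, whatever share of single replicates reaches that level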; note: values of inactives mirror those of a sister screen read the other way
# KKLEB cytotox: counter-screen for CF NF-kB inhibitors: cytotoxicity. KKLEB CF airway cells viability, ATPlite luminescence, overnight; stronger effect = lower value; cells stimulated with P. aeruginosa culture filtrate. activity change (cytotoxicity), % at 5 µM. 360,000 compounds, 0.36% hits. AID 602141;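 active = corrected activity change at or below -50% at 5 µM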
# CF NFkB inh: inhibitors of cystic fibrosis induced NF-kB; 360,000 compounds, 0.86% hits; KKLEB NF-kB-GFP reporter, PAF-induced, GFP fluorescence overnight; inhibition, % at 5 µM;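 active = at least 50% inhibition at 5 µM, scaled per plate between neutral and stimulator controls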;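 note: PAF is a Pseudomonas aeruginosa culture filtrate used as stimulus; plate controls were PAF-stimulated DMSO wells for no effect and unstimulated DMSO wells for full effect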
# Active calls of the source: *; . = not tested or not shown.
SMILES,aDG glyco up,NR2E3 ag-1,Shn3 inh set2,HIF-2a block,TWEAK-Fn14 inh,NR2E3 ag-2,iPSC survival up,Peg3 prom inh,MITF TRPM1 inh,KKLEB cytotox,CF NFkB inh
O=C(c1cc(-c2cccs2)on1)N1CCN(c2ccc(F)cc2)CC1,-0.2,-3,-11,-40,-16,7,-1.0,-11,-1,-26,-10
CC(C)(C)[C@H](N)C(=O)N[C@H]1CCC2C3CC=C4C[C@@H](O)CC[C@]4(C)C3CC[C@@]21C (some centres undefined),0.2,.,12,94*,-221,-17,-4.6,96*,76*,-68*,-28
COc1cccc(-c2cc(C(=O)N3CCOCC3)no2)c1,0.0,9,-82,-140,-46,-123,-0.2,-190,-62,-1,1
CN(CC(=O)Nc1ccccc1Br)C(=O)CCC1CCCC1,-0.2,1,1,-27,1,-34,-0.3,1,2,-10,14
COc1ccc(OCC(N)=O)cc1,0.3,1,18,7,7,-42,-0.8,-4,6,1,1
COc1ccccc1N1CCN(S(=O)(=O)c2ccc3c(c2)NC(=O)C(C)S3)CC1 (centres undefined),0.5,3,41,17,36,26,-0.4,6,-3,5,-21
CN1CCCC2(CCCN(Cc3nc(Cc4cccc(C(F)(F)F)c4)no3)C2)C1 (centres undefined),2.0,0,-5,13,3,-3,0.1,13,-21,0,18
CC(=O)Oc1ccc2c(C)cc(=O)[nH]c2c1,-0.1,1,-38,13,2,-1,-0.2,-7,4,-6,0
C/C(=N\NC(=O)c1cc(-c2cccc(OC(C)C)c2)nc2ccccc12)c1cccnc1,0.8,.,-1,-147,-30,-43,0.4,-133,-47,-16,3
CC(=O)NCc1cn2c(C)csc2n1,-0.1,2,-24,15,-4,-22,-0.9,1,13,3,-6
NC(Cc1ccc(Cl)cc1)c1csc(Nc2ccc(C(=O)c3ccccc3)cc2)n1 (centres undefined),-0.7,.,62,2,31,13,-3.1,97*,.,8,9
COc1ccc2nc(NC(=O)CCNC(=O)c3ccco3)sc2c1,0.3,1,-111,-223,-16,-73,-3.1,-208,-89,13,-4
CCC1CCc2c(n(C)c3ccccc3c2=O)O1 (centres undefined),0.0,6,-26,-18,-9,-1,-1.1,-28,1,8,-3
COc1ccc(C2CCCN2C(=O)Nc2ccc(Cl)cc2)cc1OC (centres undefined),0.0,3,-5,-121,-29,-25,0.9,-134,-21,-1,11
CCOC(=O)c1csc(NC(=O)CCS(=O)(=O)c2ccc(Cl)cc2)n1,1.8,.,8,1,-8,-4,0.2,-14,.,17,-14
CC(C)Oc1ccc(NC(=O)Oc2ccccc2)cc1,0.1,1,-4,-17,-25,-71,1.3,-59,-3,-24,18
COc1cc2c(cc1OC)-c1cc(Nc3ccc(C)cc3)nc(=O)n1CC2,-0.2,0,32,-10,-38,5,-0.1,-14,-12,-35,32
CCCN(C(=O)Cc1nc(N)n[nH]1)C1(C(=O)Nc2ccccc2C)CCCCC1,0.0,1,7,14,12,0,9.7,16,5,-26,-2
COCC(=O)N(CCN(C)C)Cc1cc2cc3c(cc2nc1Cl)OCO3,-0.1,0,-10,15,-25,-5,0.5,-2,9,-1,4
CCOC(=O)CSc1nc2cccnc2n1C,-0.4,3,-11,0,-2,-24,0.0,-2,-6,-8,5
COc1cc(CCC(=O)Nc2c(C(=O)N3CCN(c4ccccc4)CC3)oc3ccccc23)on1,0.0,-1,2,-22,6,-15,0.0,-18,-6,2,-14
CCOC(=O)N1CCN(C(=O)CSc2nc3c(cnn3-c3ccccc3)c(=O)[nH]2)CC1,0.0,3,14,19,8,-8,0.7,23,-3,5,-19
Cc1ccc2c(cnn2C(=O)CCC(=O)NCc2cccc(Br)c2)c1,0.2,5,9,-5,-8,-12,-0.1,-2,-14,8,-3
CC(=O)Nc1sc2c(c1-c1nc3ccccc3s1)CN(C(C)C)CC2,0.5,.,-24,9,1,-79,-4.7,98*,64*,-44,-83
C[C@@H]1CN([C@@H](C)CO)C(=O)c2cc(NS(=O)(=O)c3ccc(F)cc3)ccc2O[C@@H](C)CCCCO[C@H]1CN(C)C(=O)NC1CCCCC1,2.3,.,11,2,4,-22,-1.5,21,.,1,-12
C=C1CC[C@@H]2[C@](C)(CO)[C@H](O)CC[C@@]2(C)[C@@H]1C/C=C1/C(=O)OCC1O (some centres undefined),0.9,.,35,22,20,-8,-4.2,-20,59,-19,54*
CN(C)CCN(C(=O)c1ccc(S(=O)(=O)N2CCc3ccccc32)cc1)c1nc2ccc(F)cc2s1,-0.1,-2,-18,-78,-1,-16,0.6,-70,-19,-10,19
Cc1ccc(N2CCN(S(=O)(=O)c3ccc(Cl)s3)CC2C)cc1 (centres undefined),0.0,1,26,16,1,-8,0.6,28,6,-6,1
COc1ccc(CCn2c(SCCN3CCCCC3)nc3ccccc3c2=O)cc1OC,0.1,1,-12,6,-15,2,1.7,12,-12,-1,5
COc1ccc(CNC(=O)C23CN(Cc4ccccc4)CC2C(c2ccc([N+](=O)[O-])cc2)=NO3)cc1 (centres undefined),-0.1,0,48,-14,-4,-2,1.1,8,-4,-14,-4
CC1(C)CC2CC(C)(CN2Cc2cccc([N+](=O)[O-])c2)C1 (centres undefined),0.1,.,-21,13,-5,-29,0.9,9,-1,-14,10
CCOC(=O)C1=CCN(S(=O)(=O)c2ccc(C)cc2)C1c1ccccc1 (centres undefined),-0.2,.,-40,-6,17,6,-0.1,10,.,-10,-5
Cc1cccc(-c2nnc(SCC#N)n2-c2cccc(Cl)c2)c1,0.0,3,12,22,5,6,3.1,-1,1,-7,-4
CC(C)CNc1ncnc2c1ncn2[C@H]1CN(Cc2ccco2)C[C@@H](CO)O1,0.0,.,4,7,-4,16,1.5,17,.,13,-15
Cc1ccc(S(=O)(=O)N/N=C/c2ccc(OS(=O)(=O)c3ccc(C)c([N+](=O)[O-])c3)cc2)cc1,-0.1,3,13,10,11,27,-1.2,6,9,-7,12
O=c1cc(-c2ccc(O)c(O)c2)oc2c1ccc1ccccc12,0.2,3,2,-32,8,-26,1.0,17,-33,-15,-108
CCOc1ccc(C(=O)COC(=O)C2COc3ccccc3O2)cc1 (centres undefined),0.0,1,-5,5,8,-15,-1.8,8,0,14,-1
Cc1ccc(N(CC(=O)NC2CCCCC2)C(=O)CCC(=O)Nc2nccs2)cc1,0.1,3,14,2,-18,-28,0.6,4,6,-5,0
O=C(Cn1cnc2ccccc2c1=O)c1ccc(Cl)cc1,0.3,.,-54,-179,-19,-61,-1.2,-155,-51,-13,-3
Cc1cccc(C2C3=C(Nc4[nH]n(-c5ccccc5)c(=O)c42)c2ccccc2C3=O)c1 (centres undefined),-0.4,.,8,4,30,-8,2.1,16,-2,7,15
Cc1n[nH]c2c([N+](=O)[O-])c(=O)[nH]c(=O)n12,0.0,.,-6,8,-5,21,-1.6,4,-9,-27,7
NC(=O)c1ccsc1NC(=O)COC(=O)Cc1n[nH]c(=O)c2ccccc12,0.2,2,0,17,-15,12,-0.5,2,-1,3,8
CC(C)CNc1nc(Oc2ccc(=O)n(-c3ccccc3)n2)nc(N2CCOCC2)n1,-0.3,3,-17,9,1,-10,0.9,16,-1,-16,12
C=CCNC(=O)c1ccc(NC(=O)CC2SC(N3CCCC3)=NC2=O)cc1 (centres undefined),0.1,4,-4,12,8,12,0.0,4,0,7,4
COc1ccc(OCc2nnc(SCC(=O)NCc3ccco3)o2)cc1,0.3,3,7,17,11,-8,1.8,-2,4,1,-10

# Ordered by value in MITF TRPM1 inh (highest first): three of the compounds above.
SMILES	aDG glyco up	NR2E3 ag-1	Shn3 inh set2	HIF-2a block	TWEAK-Fn14 inh	NR2E3 ag-2	Peg3 prom inh	MITF TRPM1 inh	CF NFkB inh
COc1ccc(OCc2nnc(SCC(=O)NCc3ccco3)o2)cc1	0.3	3	7	17	11	-8	-2	4	-10
NC(=O)c1ccsc1NC(=O)COC(=O)Cc1n[nH]c(=O)c2ccccc12	0.2	2	0	17	-15	12	2	-1	8
Cc1n[nH]c2c([N+](=O)[O-])c(=O)[nH]c(=O)n12	0.0	.	-6	8	-5	21	4	-9	7

# New compounds follow:
SMILES,aDG glyco up,NR2E3 ag-1,Shn3 inh set2,HIF-2a block,TWEAK-Fn14 inh,NR2E3 ag-2,iPSC survival up,Peg3 prom inh,MITF TRPM1 inh,KKLEB cytotox,CF NFkB inh
CC1(C)Cc2c(cnn2-c2cccc(F)c2)C(NC(=O)CCN2CCCC2=O)C1 (centres undefined),0.2,1,11,-4,5,-28,0.2,-12,2,10,12
CC(C)C(NC(=O)c1c(F)cccc1F)C(=O)N1CCN(S(=O)(=O)/C=C/c2ccccc2)CC1 (centres undefined),0.6,1,4,0,1,-4,-0.4,5,3,-1,11
Cc1ccc(-c2nc(CS(=O)CC(=O)NCCC(C)C)c(C)o2)cc1 (centres undefined),0.8,1,1,-1,-22,3,2.2,4,12,0,-7
Cn1cc(-c2nnnn2-c2ccc(Cl)cc2)c(=O)c2ccccc21,0.4,4,-10,19,8,-5,-2.0,9,5,-2,16
Cc1occc1C(=O)N/N=C/C1=C(N2CCOCC2)C(=C\c2ccc(Cl)cc2)/CC1,0.1,2,-7,-8,-13,-92,-2.6,2,1,-2,-8
Cc1c(C(=O)N2CCN(c3ccc([N+](=O)[O-])cc3)CC2)sc2ncn(CC(=O)N3CCOCC3)c(=O)c12,-0.1,-4,18,20,0,4,4.0,17,18,11,-2
O=C(Cn1ncc2c3ccccc3n(Cc3cccc(Cl)c3)c2c1=O)NCC1CCCO1 (centres undefined),0.2,-1,-8,16,7,23,-0.4,10,7,4,-16
C[C@H](CO)N1C[C@H](C)[C@@H](CN(C)CC2CCCCC2)Oc2c(NC(=O)CCC(F)(F)F)cccc2C1=O,0.0,.,20,15,-18,1,-3.1,-8,11,-12,7
C[C@@H]1COC(=O)[C@@H](CC(=O)OC(C)(C)C)C/C=C\C[C@@H](CC(=O)N[C@H](CO)Cc2ccccc2)C(=O)N1,0.8,.,-11,9,11,-1,-2.5,-8,-4,9,-14
O=C(CNc1cccc([N+](=O)[O-])c1)NCCCc1ccccc1,0.3,2,10,0,12,6,-0.3,19,12,0,-11
CC(C)(C)NC(=O)c1cc(NC(=O)c2cccs2)cc(NC(=O)c2cccs2)c1,-0.3,2,24,-2,29,2,0.5,31,7,-6,-7
CCOC(=O)[C@H](O)[C@@H](O)c1cccc([C@H](O)[C@@H](O)C(=O)OCC)c1,-0.3,2,1,10,-3,4,-1.6,-6,-7,-3,0
Cc1ccc(C23CC4CC(CC(NC(=O)N5CCN(C)CC5)(C4)C2)C3)cc1,1.8,2,-12,11,8,5,-1.9,16,4,-1,-7
CN1CCN(CC(=O)Nc2c(C#N)cnn2-c2ccccc2)CC1,0.0,0,-2,11,-12,-25,-0.1,1,.,-2,-7
N/C(=N\N=C\c1ccc(O)cc1)c1nonc1N,0.4,-2,-70,-278,-16,-95,-2.1,-299,-60,7,-3

# Bioassay records: PubChem, several laboratories

# An unsorted share of the library; about 4.4% have a hit in one of these screens.
